CHT inh: inhibits the human high affinity choline transporter | hit rate 0.86% among 310,000 | Q9GZV3 | CHT-expressing cells, membrane potential dye, choline response; stronger effect = lower value | AID 488975 | B-score at 10 µM;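 active means B-score over 3 SD under the library average, and starting fluorescence ratio not unusually high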;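 further: choline stimulus applied at its EC90 after an EC20 pre-addition; B-score computed on integrated fluorescence ratio after choline addition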
Target sequence (Q9GZV3 whole entry, looked up): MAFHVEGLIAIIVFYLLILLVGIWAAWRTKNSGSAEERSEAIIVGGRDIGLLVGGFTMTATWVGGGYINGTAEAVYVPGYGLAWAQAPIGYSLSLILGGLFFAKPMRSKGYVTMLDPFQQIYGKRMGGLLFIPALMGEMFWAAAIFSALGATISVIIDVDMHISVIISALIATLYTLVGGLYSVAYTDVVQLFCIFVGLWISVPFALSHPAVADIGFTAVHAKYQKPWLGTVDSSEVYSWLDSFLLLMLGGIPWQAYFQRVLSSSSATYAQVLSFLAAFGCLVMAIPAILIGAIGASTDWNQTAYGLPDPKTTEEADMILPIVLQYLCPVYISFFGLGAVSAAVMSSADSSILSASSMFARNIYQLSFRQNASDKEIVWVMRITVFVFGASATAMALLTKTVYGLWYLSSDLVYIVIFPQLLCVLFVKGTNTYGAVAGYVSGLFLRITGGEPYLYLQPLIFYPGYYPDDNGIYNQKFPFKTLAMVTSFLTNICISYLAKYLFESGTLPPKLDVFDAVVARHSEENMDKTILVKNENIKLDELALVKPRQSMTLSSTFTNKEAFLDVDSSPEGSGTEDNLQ
CHT allo act: human CHT allosteric activation. CHT-expressing cells, membrane potential dye, choline EC20; stronger effect = higher value; LV-AA mutant CHT in HEK293 cells. B-score at 10 µM. hit rate 0.49% among 310,000. AID 488977;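 active means initial fluorescence not abnormally high and integrated response B-score, plate-corrected, over 3 SD above library mean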
Numbers without * were called inactive; i = inactive. An unsorted share of the library; about 1.5% have a hit in one of these screens.

no. | Compound | CHT inh | CHT allo act
1 | Cc1cccc(Cc2nnc(CCC(=O)N(C)Cc3ccncc3C)o2)c1 | i | i
2 | CSc1nc(N)nc(SCC(=O)Nc2ccc(Cl)cc2)c1C#N | i | i
3 | Cc1cccc(NCc2ccccc2O)c1C | i | i
4 | CCc1cc(Cn2nc(-c3ccccc3)cc2C(=O)NCC2CC2)on1 | i | i
5 | O=C1NC2(CCCCCCC2)C(=O)N1Cc1ccc(F)cc1 | i | i
6 | COc1ccc(COC(=O)C2=C(C)NC(=O)NC2c2ccccc2F)cc1 (stereo not given) | i | i
7 | [O-][n+]1ccc(OCc2ccccc2)cc1 | i | i
8 | CC1=C(C(=O)OC2CCCCC2)C(c2ccco2)C2=C(CC(C)(C)CC2=O)N1 (stereo not given) | i | i
9 | Cc1ccc(NC(=S)NCCO)c(C)c1 | i | i
10 | NC(=O)CSc1nnc(NC(=O)c2ccc3ccccc3c2)s1 | i | i
11 | N#Cc1ccccc1Cn1c(=O)n(CCC(=O)NCc2ccco2)c(=O)c2ccccc21 | i | i
12 | Cc1nc(-c2ccccc2)sc1C1(C)CC(c2c(Cl)cccc2Cl)=NO1 (stereo not given) | i | i
13 | CCC(=O)N1CCc2cc(S(=O)(=O)CCC(=O)N3CCN(c4ccccc4)CC3)ccc21 | i | i
14 | O=C(Nc1ccc(Cl)cc1)C1C2C=CC3(O2)C1C(=O)N(CCCN1CCCCC1)C3C(=O)NC1CCCCC1 (stereo not given) | i | i
15 | Cc1ccc(S(=O)(=O)NCC(c2cccnc2)N2CCOCC2)cc1 (stereo not given) | i | i
16 | CN1CCc2c(C#N)c(N3CCOCC3)nc(NCC3CCCO3)c2C1 (stereo not given) | i | i
17 | COCc1nnc(NS(=O)(=O)c2ccc(NC(C)=O)cc2)s1 | i | i
18 | O=C(COc1ccc2c3c(c(=O)oc2c1)CCC3)NCc1ccccn1 | i | i
19 | COc1ccc(C(=O)CN(C(=O)c2ccc(Cl)cc2)N2C(=O)C3CCCCC3C2=O)cc1 (stereo not given) | i | i
20 | Cc1ccc(C(=O)CSc2nc3ccc(C(=O)NCCN4CCCCC4)cc3c(=O)[nH]2)cc1 | i | i
21 | CC(C)CC(c1nnnn1CC1CCCO1)N1CCN(c2cccc(Cl)c2)CC1 (stereo not given) | i | i
22 | COc1ccc(NC(=O)CN2C(=O)NC3(CCCC3)C2=O)cc1OC | i | i
23 | CSc1nnc(-c2sc3cc(Cl)ccc3c2Cl)n1C | i | i
24 | C=CCSc1nc2ccsc2c(=O)n1-c1ccccc1 | i | i
25 | COc1ccc(-c2nn(-c3ccccc3)cc2C(=O)NCCCn2ccnc2)cc1 | i | i
26 | CC(=O)Nc1ccc(NC(=O)C(OC(=O)c2ccccc2)C(OC(=O)c2ccccc2)C(=O)O)cc1 (stereo not given) | i | i
27 | O=C(c1ccc(Br)o1)N1CCN(C23CC4CC(CC(C4)C2)C3)CC1 | i | i
28 | Cc1c(Cl)cccc1NCC(=O)NN=C1CCCC1 | -5.1* | i
29 | COc1cc(C2C(C#N)=C(N)Oc3cc(C)n(CCc4ccccc4)c(=O)c32)cc2c1OCO2 (stereo not given) | i | i
30 | Cc1ccccc1C(=O)Nc1ccnn1C1CCN(Cc2cccnc2)CC1 | i | i

no. | Compound | CHT inh | CHT allo act
31 | c1ccc(Cn2nnc3cnccc32)cc1 | i | i
32 | Cc1ccc(CNS(=O)(=O)c2ccccc2[N+](=O)[O-])cc1 | i | i
33 | CC(OC(=O)C1CSC2(c3ccc(F)cc3)CCC(=O)N12)C(=O)NC(N)=O (stereo not given) | i | i
34 | Cc1ccc(C(=O)NCCNC(=O)c2ccccc2)cc1 | i | i
35 | CCc1cc(=O)oc2cc(OS(C)(=O)=O)ccc12 | i | i
36 | COc1ccc(-c2oc(NC(=O)CSc3nncn3C)c(C#N)c2-c2ccc(OC)cc2)cc1 | i | i
37 | COc1ccc(S(=O)(=O)Nc2cc(C(=O)NC(C)C)ccc2N2CCOCC2)cc1 | i | i
38 | CCCCn1c(N)c(N(CCOC)C(=O)C2CCN(S(=O)(=O)c3ccc(C)cc3)CC2)c(=O)[nH]c1=O | i | i
39 | O=C(CCCCCCC(=O)Nc1ccccc1)NO | i | i
40 | CC(C)Cc1nnc(NC(=O)CSc2ccccn2)s1 | i | i
41 | CC(=O)N1CCN(CC(=O)Nc2cccc(S(=O)(=O)N3CCCCCC3)c2)CC1 | i | i
42 | CCN1CCN(c2c(Cl)cccc2NC(=O)c2ccc([N+](=O)[O-])o2)CC1 | i | 7.1*
43 | Cc1cnc(=O)[nH]c1SCc1ccc(C(F)(F)F)cc1 | i | i
44 | CC(=O)Nc1ccc(NC(=O)C(C)OC(=O)CNC(=O)c2ccc(-c3ccccc3)cc2)cc1 (stereo not given) | i | i
45 | O=C(CCCN1C(=O)/C(=C\c2cccc(Br)c2)SC1=S)Nc1cccnc1 | i | i
46 | CN(C)S(=O)(=O)c1cc(NC(=O)CSc2ncc(C(F)(F)F)cc2Cl)ccc1Cl | i | i
47 | Cc1ccc(S(=O)(=O)N(C)C)cc1NC(=O)c1cc(=O)[nH]c2ccccc12 | i | i
48 | CCN(CC(=O)NC(=O)NCc1ccccc1)Cc1nc2ccccc2c(=O)[nH]1 | i | i
49 | Cc1ccc(C)c(OCc2cc(C(=O)N(C)Cc3nccs3)no2)c1 | i | i
50 | CN(c1nc2ccccc2n2c(-c3ccco3)nnc12)S(=O)(=O)c1ccccc1 | i | i
51 | Cc1ccc(CN2C(=O)N/C(=C\c3ccc(N4CCOCC4)cc3)C2=O)cc1 | i | i
52 | O=C(N/C(=C/c1ccco1)C(=O)N1CCCCCC1)c1cccs1 | i | i
53 | Cc1cccc(NC(=O)C2C(c3ccccc3)C2(Cl)Cl)c1 (stereo not given) | i | i
54 | Cn1c(=O)c2c(O)c(Cc3ccccc3)c(=O)[nH]c2n(C)c1=O | i | i
55 | CCOc1cc(/C=C2\N=C(C)OC2=O)cc(Br)c1OCC(=O)OC | i | i
56 | O=C(COc1ccc(S(=O)(=O)NC2CCCC2)cc1)N1CCCCCC1 | i | i
57 | CCCOc1ccc(N2C(=O)CC(N3CCN(c4ccc([N+](=O)[O-])cc4)CC3)C2=O)cc1 (stereo not given) | i | i
58 | Cc1cccc(NC(=O)Cn2nnc(C(=O)NCc3ccco3)c2N)c1 | i | i
59 | COc1ccc(N2CCN(CC(=O)Nc3ccc(C)cc3)CC2)cc1 | i | i
60 | CCCCC(=O)Nc1ccc(NC(=O)c2ccc3c(c2)OCO3)cc1OC | i | i

Part of the list above, with one line to a screen:
52) O=C(N/C(=C/c1ccco1)C(=O)N1CCCCCC1)c1cccs1
53) Cc1cccc(NC(=O)C2C(c3ccccc3)C2(Cl)Cl)c1 (stereo not given)
assay / entry | 52 | 53
CHT inh | i | i
CHT allo act | i | i

New compounds follow:
no. | Compound | CHT inh | CHT allo act
61 | Cc1ccc(-n2[nH]c(C)c(/C=C3/C=Nc4ccccc43)c2=O)cc1C | i | i
62 | CCCC1C(=O)N2C(N(C)C)=Nc3ccc(C)cc3N2C1=O (stereo not given) | i | i
63 | Cc1ccc(S(=O)(=O)N(C)C)cc1NC(=O)C(C)N(C)Cc1sccc1C (stereo not given) | i | i
64 | CCOC(=O)c1c(C)[nH]c(C(=O)COC(=O)CNC(=O)c2ccccc2Cl)c1C | i | i
65 | O=C(Cn1cc(S(=O)(=O)Cc2ccccc2F)c2ccccc21)N1CCOCC1 | i | i
66 | Cc1ccc2[nH]cc(CCCN3C(=O)c4ccccc4C3=O)c2c1 | i | i
67 | COc1ccc(CNc2ncnc3sccc23)cc1 | i | i
68 | Cc1ccccc1OCC1Cn2c(nc3c2c(=O)n(C)c(=O)n3C)O1 (stereo not given) | i | i
69 | O=C(c1cc2ccccc2oc1=O)N1CCOCC1 | i | i
70 | COc1ccc(N(CC(=O)Nc2nc3ccc(C)cc3s2)S(=O)(=O)c2c(C)nn(C)c2C)cc1 | i | i
71 | CCOc1ccc2[nH]cc(S(=O)(=O)c3ccc(C)cc3)c(=O)c2c1 | i | i
72 | O=C(COC(=O)c1cc(Cl)ccc1O)c1ccc2c(c1)OCO2 | i | i
73 | O=C(CNC(=O)c1ccc(-c2ccccc2)cc1)Nc1ccc(S(=O)(=O)Nc2ncccn2)cc1 | i | i
74 | CCc1nn(CC(=O)NCCCN(C)C2CCCCC2)c(=O)c2cc3occc3n12 | i | i
75 | CCCCC(c1nnnn1Cc1ccco1)N1CCN(c2nc3ccccc3s2)CC1 (stereo not given) | i | i
76 | Nc1nnc(SCC(=O)Nc2ccc3c(c2)OCCO3)s1 | i | i
77 | COc1ccc(CC(=O)Nc2ccc(N3CCOCC3)cc2)cc1S(=O)(=O)N1CCOCC1 | i | i
78 | CCCCCC(=O)Nc1ccc(S(=O)(=O)Nc2ccc(Cl)nn2)cc1 | i | i
79 | COc1ccccc1C(=O)COC(=O)CN1C(=O)C2CC=CCC2C1=O (stereo not given) | i | i
80 | C=CCNC(=O)c1cccc(NS(=O)(=O)c2ccc(Cl)cc2)c1 | i | i
81 | CCOc1ccc(N2CC(C(=O)NCc3nnnn3-c3ccc(C)c(C)c3)CC2=O)cc1 (stereo not given) | i | i
82 | CCN(CC(=O)Nc1ccc(NC(C)=O)cc1)CC(=O)Nc1ccc(Cl)c(Cl)c1 | i | i
83 | COc1ccc(NC(=O)COc2cc(C)cc(C)c2)cc1S(=O)(=O)N1CCCCC1 | i | i
84 | CN1CCN(c2ccc(NC(=S)NC(=O)c3cccc4c(Br)cccc34)cc2)CC1 | i | i
85 | O=C(NCC1CCCO1)C1CCCN(S(=O)(=O)c2ccc(Cl)cc2)C1 (stereo not given) | i | i
86 | Cn1c(C(O)c2ccc(Cl)cc2)nc(Cl)c1Cl (stereo not given) | i | i
87 | Cc1ccc(NS(=O)(=O)c2ccccc2[N+](=O)[O-])cc1C | i | i
88 | C=CCNc1nc(C(F)(F)F)nc2c1nnn2Cc1ccccc1Cl | i | i
89 | CCn1c(SCC(=O)NC2CCCc3ccccc32)nnc1-c1ccncc1 (stereo not given) | i | i
90 | O=C1C2C(C(=O)N1Cc1ccco1)C1C=CC2C12CC2 (stereo not given) | i | i

no. | Compound | CHT inh | CHT allo act
91 | O=C(COC(=O)c1ccccc1[N+](=O)[O-])NC(=O)c1ccccc1 | i | i
92 | COc1ccc(-n2cc(C(=O)Nc3cc([N+](=O)[O-])ccc3OC)c3ccccc3c2=O)cc1 | i | i
93 | Cc1ccsc1/C=N/NC(=O)c1ccco1 | i | i
94 | CCOc1ccc(NC(=O)CSc2nnc(-c3ccco3)n2N)cc1 | i | i
95 | O=C1CCc2cc(S(=O)(=O)NCCC(=O)N3CCN(c4cccc(Cl)c4)CC3)ccc2N1 | i | i
96 | Cc1nn(-c2ccccc2)c(C)c1/C=N/NC(=O)c1ccc(F)cc1 | i | i
97 | O=C(NCc1csc2ccccc12)Nc1cc(Cl)cc(Cl)c1 | i | i
98 | O=[N+]([O-])c1ccc(O)c2cccnc12 | i | i
99 | CN(C)c1ccc(/C=N/Nc2ccc(-n3ccnc3)nn2)cc1 | i | i
100 | CCOCCCN1C(=O)CN(C2CCCCC2)C(=O)C1c1ccc(OCC)c(OC)c1 (stereo not given) | i | i
101 | Cc1ccc(C(O)(COC(=O)C(C)C)COC(=O)C(C)C)c(O)c1 | i | i
102 | COc1cccc(NC(=O)CC(C)=O)c1 | i | i
103 | Cc1ccccc1N1CC(C(=O)Nc2nnc(SCC(=O)Nc3nccs3)s2)CC1=O (stereo not given) | i | i
104 | CCC(CC)NC(=O)c1ccc2c(c1)OCCO2 | i | i
105 | CC(=O)N1CCc2cc(Br)cc(S(=O)(=O)NCCCN(C)Cc3ccccc3)c21 | i | i
106 | CCn1c(SCC(=O)Nc2cccc(F)c2)nnc1-c1cc2cc(Br)ccc2o1 | i | i
107 | COc1ccc(C(=O)Nc2ccccc2C(=O)NCc2ccco2)cc1 | i | i
108 | COCC(=O)Nc1ccc(C(N)=O)cc1 | i | i
109 | CC(C)(C)n1nc2c(c1NC(=O)Cc1ccccc1)CS(=O)(=O)C2 | i | i
110 | C=CCc1ccccc1OCCCCN1CCCC1 | i | i
111 | Cn1ncc(C(=O)Nc2ccc(Cl)cc2)c1C(F)(F)F | i | i
112 | CCOc1cc(Cl)c(S(=O)(=O)NCc2cccnc2)cc1Cl | i | i
113 | COC(=O)C1=C(CN2CCN(C)CC2)NC(=O)NC1c1cc(C)ccc1C (stereo not given) | i | i
114 | CCOC(=O)c1cnc(SCc2nc(N)nc(Nc3ccc(F)cc3)n2)nc1N | i | i
115 | CCC(C)c1ccc(NC(=O)C2CCN(c3ncccn3)CC2)cc1 (stereo not given) | i | i
116 | NC(=O)C1(N2CCCCC2)CCN(C2CC(=O)N(Cc3ccc(N4CCCC4=O)cc3)C2=O)CC1 (stereo not given) | i | i
117 | Cc1c(C(Nc2ccccn2)c2ccccc2)c(=O)n(-c2ccccc2)n1C (stereo not given) | i | i
118 | COC(=O)c1cn(Cc2cccnc2)c(=O)c2ccccc12 | i | i
119 | CC(=O)c1ccccc1OCCCCN1CCCCC1 | i | i
120 | CCCC1CC(C(=O)Nc2ccccc2)C(=O)O1 (stereo not given) | i | i

Entries from the list above containing a CF3 group:
no. | Compound | CHT inh | CHT allo act
43 | Cc1cnc(=O)[nH]c1SCc1ccc(C(F)(F)F)cc1 | i | i
46 | CN(C)S(=O)(=O)c1cc(NC(=O)CSc2ncc(C(F)(F)F)cc2Cl)ccc1Cl | i | i
88 | C=CCNc1nc(C(F)(F)F)nc2c1nnn2Cc1ccccc1Cl | i | i
111 | Cn1ncc(C(=O)Nc2ccc(Cl)cc2)c1C(F)(F)F | i | i

Next section
no. | Compound | CHT inh | CHT allo act
121 | Cc1ccccc1N1CCN(Cc2ccc(Br)o2)CC1 | i | i
122 | CCCCc1ccc(CC2S/C(=C(\C#N)C(=O)N3CCOCC3)N(c3ccccc3)C2=O)cc1 (stereo not given) | i | i
123 | O=C(NCc1ccccc1)N1CCN(CCO)CC1 | i | i
124 | CCN(C(=O)CN1C(=O)NC2(CCc3ccccc32)C1=O)C1CCCCC1 (stereo not given) | i | i
125 | CCOc1ccc(-c2nnc(NC(=O)Cc3ccc(OC)cc3)o2)cc1 | i | i
126 | COc1ccccc1NC(=O)CCN1C(=O)/C(=C\c2cc(OC)c(OC)c(OC)c2)SC1=S | i | i

Compound activity (PubChem BioAssay)
